hERG protect: shields human hERG channel from block by proarrhythmic agents. CHO-hERG, FluxOR thallium flux, dofetilide IC70 present. 310,000 tested, 0.51% active. activation (rescue from dofetilide block), less the hit threshold, % at 10 µM. AID 1511;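 active = activation above the mean of controls blocked by dofetilide plus 5 SD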;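 note: thallium influx through hERG after potassium depolarization seen as dye fluorescence rise; in these data hits start at about 4.7%; inactives centre near -7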
KCNQ1 block: blocks the human KCNQ1 potassium channel; P51787; CHO-K1 KCNQ1, FluxOR thallium flux fluorescence; stronger effect = higher value; B-score at 10 µM; 310,000 tested, 1.3% active;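 active = compounds whose thallium flux B-score, printed positive for inhibition, exceeds three library SD while starting fluorescence stays within three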;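 note: channel opened by potassium depolarization with thallium stimulus after 20 min compound exposure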
KCNK9 inh: human KCNK9 channel inhibition; Q9NPC2; HEK293 KCNK9, FluxOR thallium flux fluorescence; stronger effect = lower value; B-score at 10 µM; 310,000 tested, 1.2% active; AID 488922;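 active = ratio B-score over 3 SD below the library mean, with starting fluorescence within 5 SD of its mean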;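 note: negative B-score means less thallium flux so channel inhibition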
RGS4 act: RGS4 potentiation or activation. HEK293 M3R/inducible RGS4, carbachol calcium flux Fluo4; stronger effect = lower value. B-score at 10 µM. 310,000 tested, 0.92% active. AID 463111;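 active = B-score of the integrated calcium signal more than 4 SD below the library mean, with starting fluorescence not abnormally high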;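 note: negative B-score means reduced calcium response which marks RGS4 activation or potentiation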
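test system = M3R-expressing HEK293 line, RGS4 induced by doxycycline | probe or stimulus = carbachol at ECmax as muscarinic agonist stimulus | timing = dye loading 30 min 37 °C, buffer rest 30 min RT | signal = calcium dye Fluo4 fluorescence | evaluation = B score from integrated fluorescence ratio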
KCNQ1 act: potentiates or activates the human KCNQ1 potassium channel; B-score at 10 µM; CHO-K1 KCNQ1, thallium flux FluxOR fluorescence; stronger effect = higher value; P51787; 310,000 tested, 0.35% active;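 active = fluorescence ratio B-score, a plate-corrected score, at least three library SD, with initial intensity B-score within 5 SD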
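Schedule – 37 °C overnight plating, 90-min dark dye load, 20-min compound pretreatment · System – stable KCNQ1 CHO-K1 line · Probe or stimulus – thallium- and potassium-containing depolarizing buffer · Measured by – kinetic FluxOR fluorescence, 10 s baseline plus 110 s post-stimulus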
PolyA inh: blocks polyadenylation in yeast reporter cells | 300,000 tested, 0.02% active | S. cerevisiae SKY197-pL101 polyadenylation reporter, beta-gal luminescence; efflux-impaired pdr1/pdr3 knockout yeast; score 100 = 6 SD above DMSO | calls only at 12 µM;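 active = lowest replicate activity score at least 50, where 100 means six control SD above control mean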;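 note: yeast exposed to compound for 9 h at 30 °C; higher score means more reporter readthrough which indicates perturbed polyadenylation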
GSK3A inh: human GSK-3 alpha kinase inhibition | ADP-Glo luminescence, 60 min | inhibition, % at 10 µM | 320,000 tested, 0.1% active | AID 2650;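 in the data active = inhibition above about 50%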;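 note: GST-tagged GSK-3 alpha with peptide substrate and 25 µM ATP; 0% = DMSO neutral wells and 100% = GW8510 positive control wells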
KCNK3 inh: human KCNK3 channel inhibition, primary screen; 340,000 tested, 0.84% active; AID 602410; B-score at 10 µM; CHO-KCNK3 thallium flux, FluxOR fluorescence; stronger effect = lower value; O14649;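 active = B-score under library mean minus 4 SD, starting fluorescence ratio at most library mean plus 5 SD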;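 note: more negative B-score means stronger inhibition of thallium flux through KCNK3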
Target sequence (O14649 whole entry, looked up): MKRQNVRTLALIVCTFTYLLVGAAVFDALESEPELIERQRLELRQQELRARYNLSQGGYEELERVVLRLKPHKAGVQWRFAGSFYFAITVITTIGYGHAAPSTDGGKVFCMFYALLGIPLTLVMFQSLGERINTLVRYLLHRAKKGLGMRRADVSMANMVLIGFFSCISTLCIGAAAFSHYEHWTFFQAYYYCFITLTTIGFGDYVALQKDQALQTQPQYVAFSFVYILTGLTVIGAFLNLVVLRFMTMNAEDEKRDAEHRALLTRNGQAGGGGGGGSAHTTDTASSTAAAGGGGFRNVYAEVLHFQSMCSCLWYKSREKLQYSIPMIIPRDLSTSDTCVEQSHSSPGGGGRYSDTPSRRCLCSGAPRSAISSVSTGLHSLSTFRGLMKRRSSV
DYRK1A inh: inhibitors of rat Dyrk1A kinase; Q63470; ADP-Glo luminescence, NFATc1 peptide; inhibition, % at 12.5 µM; 310,000 tested, 0.43% active; in the data active = inhibition above about 50%;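 note: plate controls were vehicle with enzyme for no effect and no enzyme for full effect; many of its hits are not listed in these tables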
GSK3B inh: inhibitors of human GSK3beta kinase; AID 2097; P49841; 300,000 tested, 0.038% active; GST-GSK3beta kinase, ADP-Glo luminescence, 60 min; stronger effect = lower value; activity score (negative = inhibition), % at 10 µM;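 active = more than half of replicate wells score below -50%, meaning over 50% inhibition versus plate controls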;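 note: 0% = median DMSO wells and -100% = median GW8510 positive control wells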
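Assay system: GST-tagged human GSK3beta kinase, cell-free; Input: 1.6 ng GSK3beta; Medium: Tris/MgCl2 kinase buffer; Timing: 60 min enzyme reaction, room temperature; Signal: ADP-Glo luminescence quantifying ADP generated by kinase; Evaluation: score relative to plate controls; Benchmarks: DMSO neutral wells and GW8510 at 20 µM as positive.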
HDAC3 inh: inhibitors of human histone deacetylase 3. AID 2718. recombinant HDAC3, fluorogenic peptide/trypsin coupled, fluorescence. O15379. inhibition, % at 8.3 µM. 320,000 tested, 0.15% active; in the data active = inhibition above about 26%, passing the limit was not always enough
Target sequence (O15379 whole entry, looked up): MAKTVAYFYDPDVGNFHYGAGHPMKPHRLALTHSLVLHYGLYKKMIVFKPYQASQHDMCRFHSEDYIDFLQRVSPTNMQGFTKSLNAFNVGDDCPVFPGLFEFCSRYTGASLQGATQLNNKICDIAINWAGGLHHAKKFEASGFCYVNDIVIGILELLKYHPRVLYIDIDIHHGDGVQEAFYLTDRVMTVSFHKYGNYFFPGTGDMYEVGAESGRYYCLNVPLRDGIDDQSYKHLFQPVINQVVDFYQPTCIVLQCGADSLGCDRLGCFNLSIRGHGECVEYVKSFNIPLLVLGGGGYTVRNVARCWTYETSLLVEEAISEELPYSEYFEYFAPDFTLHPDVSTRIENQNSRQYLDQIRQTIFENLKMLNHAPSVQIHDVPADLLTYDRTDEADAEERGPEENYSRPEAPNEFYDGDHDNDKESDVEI
* marks the source's active call; other numbers are inactive results; i = inactive; . = not tested or not shown. A portion of the library, so the mix of outcomes need not match the whole.

SMILES	hERG protect	KCNQ1 block	KCNK9 inh	RGS4 act	KCNQ1 act	PolyA inh	GSK3A inh	KCNK3 inh	DYRK1A inh	GSK3B inh	HDAC3 inh
CCCN1CCN(C(=O)c2cccc3c2C(=O)N(CCOC)C3)CC1	-10	i	i	i	i	i	-4	i	2	1	-11
CN1C(=O)CC(N2CCN(c3ccc(Cl)cc3)CC2)C1=O (centres undefined)	-6	i	i	i	i	i	0	i	0	-1	-2
Cc1ccc(NC(=O)Cn2c(=O)n(CCCCC(=O)NCc3ccco3)c(=O)c3ccccc32)cc1	-5	i	i	i	i	i	-1	i	-12	-2	4
COc1ccc(OC)c(NC(=O)CN2CCC(C(=O)c3ccc(C)cc3)CC2)c1	-9	i	i	i	i	i	-2	i	-4	0	5
Cc1ccc(NC(=O)COC(=O)c2nn(C)cc2Cl)cc1	-11	i	i	i	i	i	0	i	3	2	-7
COc1ccc(OC)c(/C=N/N(CCC#N)C2=NS(=O)(=O)c3ccccc32)c1	0	i	i	i	i	i	1	i	0	-3	-2
COc1ccc(OC)c(-c2cc(C(=O)Nc3cc(C)n(Cc4ccc(Cl)cc4)n3)no2)c1	-7	i	i	i	i	i	-3	i	-5	.	-6
CN(C(=O)CSc1ccncc1)C1CCCN(Cc2ccccc2F)C1 (centres undefined)	-13	i	i	i	i	i	1	i	-1	-3	-2
COc1cccc(C(c2c(O)nc(SC)n(C)c2=O)c2c(O)nc(SC)n(C)c2=O)c1	-6	i	i	i	i	i	-4	i	13	2	1
CCC(C)NC(=O)CSc1nnc(-c2ccoc2C)n1CC1CCCO1 (centres undefined)	-11	i	i	i	i	i	0	i	-2	-4	9
C/C(=N\NC(=O)c1cccc([N+](=O)[O-])c1)c1cccc(NC(=O)C2CC2)c1	-4	i	i	i	i	i	1	i	-5	-1	0
Cc1nn(C)c(C)c1NC(=O)Nc1cccc(C(F)(F)F)c1	-4	i	i	i	i	i	-3	i	-4	-2	3
O=C(CSc1nc2ccccc2s1)NCc1cc([N+](=O)[O-])ccc1O	-12	i	i	i	i	i	.	i	19	3	2
COC(=O)Cc1cc(=O)oc2cc(O)ccc12	-4	i	i	i	i	i	2	i	8	-4	-252
COc1cccc(NC(=O)Nc2nnc(N3C(C)CCCC3C)s2)c1 (centres undefined)	-7	i	i	i	i	i	0	i	-3	1	4
Cc1ccc2c(c1)NC(=O)C(CC(=O)NCc1cccnc1)O2 (centres undefined)	-2	i	i	i	i	i	-1	i	-1	0	-5
CCCS(=O)(=O)c1nc(C)cc(C)c1S(C)(=O)=O	-6	i	i	i	i	i	-2	i	0	0	-3
CCOC(=O)C1=NNC(C(=O)c2ccccc2)C1c1ccc(C)cc1 (centres undefined)	-13	i	i	i	i	.	-17	i	11	1	5
COc1c2ccoc2nc2c(OC)cccc12	-8	i	i	i	i	i	2	i	24	-1	-64
CCn1c2ccc(C)cc2c2nc3cc(C(=O)O)ccc3nc21	-2	i	i	i	i	i	28	i	28	-5	4
Cc1cc(C)c2nc(NC(=O)C3CCCO3)sc2c1 (centres undefined)	5.1*	i	i	i	i	i	-2	i	2	0	1
Cc1ccc([N+](=O)[O-])c(OCCN2CCNCC2)c1	-2	i	i	i	i	.	0	i	.	0	2
Cc1nn(C)cc1C(=O)NNC(=S)Nc1ccc(Cl)cc1	-15	i	i	i	i	i	2	i	6	-3	0
CCn1cc(C(=O)N2CCCC2)c(=O)c2cc(S(=O)(=O)N3CCC(C)CC3)ccc21	-3	i	i	i	i	i	0	i	1	2	0
Cc1ccccc1Nc1nc(-c2ccccc2)c(C(=O)Nc2cccnc2)s1	-11	i	i	i	i	i	-2	i	3	-4	-3
Cn1c(SCc2nc(-c3ccccc3)no2)nnc1-c1ccco1	-4	i	i	i	i	i	1	i	-2	-29	5
CCOC(=O)CCCCC(=O)c1[nH]c(=O)[nH]c1CSc1nnc2c3ccccc3n(C(C)C)c2n1	-3	i	i	i	i	i	4	i	-4	-4	17
CCOC(=O)N1CCC(=NNc2ccc(S(N)(=O)=O)cc2[N+](=O)[O-])CC1	-10	i	i	i	i	i	-4	i	-4	0	1
CC(=O)C1=C(C)OC(N)=C(C#N)C1c1ccco1 (centres undefined)	-12	i	i	i	i	i	-1	i	.	0	5
CS(=O)(=O)c1ccc(-c2nnc(NC(=O)c3ccco3)o2)cc1	-18	i	i	i	i	i	1	i	2	-3	3
COc1cc(CNCCCN2CCOCC2)cc(Cl)c1OCC(=O)NC(C)(C)C	-5	i	i	i	i	i	-1	i	-3	-4	2
CC(=O)Nc1ccccc1-c1nnc(SCc2ccccc2Cl)[nH]c1=O	-10	i	i	i	i	i	-2	i	-3	4	-7
Cc1c(OCc2ccccc2)c(=O)ccn1Cc1ccc(F)cc1	1	i	i	i	i	i	0	i	-2	0	9
O=C(CC1C(=O)NC2CCCCC2N1C(=O)c1ccc([N+](=O)[O-])cc1)Nc1ccccc1 (centres undefined)	-6	i	i	i	i	i	-1	i	-8	-4	-1
CCc1cc(=O)n2[nH]c(-c3ccccc3)c(-c3ccccc3)c2n1	-10	i	i	i	i	i	-1	i	-5	0	-27
CC(=O)N[C@@H]1c2c(ccc3ccccc23)OC[C@@H]1COC(C)=O	-14	i	i	i	i	i	-2	i	-3	0	-2

Full records from above. Screens in order: hERG protect	KCNQ1 block	KCNK9 inh	RGS4 act	KCNQ1 act	PolyA inh	GSK3A inh	KCNK3 inh	DYRK1A inh	GSK3B inh	HDAC3 inh
`CCOC(=O)N1CCC(=NNc2ccc(S(N)(=O)=O)cc2[N+](=O)[O-])CC1` in the list: -10	i	i	i	i	i	-4	i	-4	0	1
`COc1cc(CNCCCN2CCOCC2)cc(Cl)c1OCC(=O)NC(C)(C)C` in the list: -5	i	i	i	i	i	-1	i	-3	-4	2
`CC(=O)N[C@@H]1c2c(ccc3ccccc23)OC[C@@H]1COC(C)=O` in the list: -14	i	i	i	i	i	-2	i	-3	0	-2

Returning to the listing, starting 5 compounds before the break.
SMILES	hERG protect	KCNQ1 block	KCNK9 inh	RGS4 act	KCNQ1 act	PolyA inh	GSK3A inh	KCNK3 inh	DYRK1A inh	GSK3B inh	HDAC3 inh
CC(=O)Nc1ccccc1-c1nnc(SCc2ccccc2Cl)[nH]c1=O	-10	i	i	i	i	i	-2	i	-3	4	-7
Cc1c(OCc2ccccc2)c(=O)ccn1Cc1ccc(F)cc1	1	i	i	i	i	i	0	i	-2	0	9
O=C(CC1C(=O)NC2CCCCC2N1C(=O)c1ccc([N+](=O)[O-])cc1)Nc1ccccc1 (centres undefined)	-6	i	i	i	i	i	-1	i	-8	-4	-1
CCc1cc(=O)n2[nH]c(-c3ccccc3)c(-c3ccccc3)c2n1	-10	i	i	i	i	i	-1	i	-5	0	-27
CC(=O)N[C@@H]1c2c(ccc3ccccc23)OC[C@@H]1COC(C)=O	-14	i	i	i	i	i	-2	i	-3	0	-2
COc1ccc(C(C)NC(=S)NC2CCCC2)cc1OC (centres undefined)	-8	i	i	i	i	i	-2	i	-4	1	3
CN(C(=O)CN1C(=O)NC2(CCc3ccccc32)C1=O)C1CCS(=O)(=O)C1 (centres undefined)	-7	i	i	i	i	i	-2	i	3	0	0
O=C(c1ccc(Br)cc1)c1cc([N+](=O)[O-])ccc1N1CCOCC1	-11	i	i	i	i	i	.	i	1	-1	-6
CCCCCc1nnc(NC(=O)C2=COCCO2)s1	-6	i	i	i	i	i	-4	i	-2	-1	6
COc1cccc(NC(=O)Nc2nnc(N3CCCCC3C)s2)c1 (centres undefined)	-4	i	i	i	i	i	-3	i	5	2	-5
CCCC1(C(=O)OCC)NC(c2ccc(O)cc2)C2C(=O)N(c3cccc(C(C)=O)c3)C(=O)C21 (centres undefined)	-9	i	i	i	i	i	1	i	0	1	3
c1ccc2c(c1)nc(N1CCOCC1)c1ccccc12	-7	i	i	i	i	i	2	i	0	-6	-6
N#CC(C#N)=Cc1c(N2CCN(c3ccccc3)CC2)nc2ccccn2c1=O	-8	i	i	i	i	i	-2	i	-2	0	5
CCCc1cc(=O)[nH]c(SCC(=O)N2CCCc3ccccc32)n1	-19	i	i	i	i	i	-2	i	1	0	0
CCOC(=O)c1cnc(-n2nc(C)cc2C)nc1Nc1cccc(C(C)=O)c1	-13	i	i	i	i	i	-2	i	-1	0	1
O=c1c2c(nc3n1CCCCC3)-c1ccccc1CC21CCCC1	-1	8*	i	-11*	i	i	1	i	4	3	-5
CN1C(=O)S/C(=C/c2ccc(OCc3cccc(C(=O)O)c3)cc2)C1=O	-10	i	i	i	i	i	-1	i	-1	.	0
CCOc1cc(C(=O)NN=C2CCCC2)cc(OCC)c1OCC	-15	i	i	i	i	i	0	i	-1	2	6
O=C(O)CSc1cc(NS(=O)(=O)c2cccc([N+](=O)[O-])c2)c2ccccc2c1O	-19	i	i	i	i	i	.	i	10	3	.
Nn1c(SCC(=O)NCCCc2ccccc2)nnc1-c1cccnc1	-11	i	i	i	i	i	-2	i	-3	-2	-3
CC(C)(C)c1ccc(C(=O)/C=C2\NC(=O)CS2)cc1	0	i	i	i	i	i	-1	i	4	1	4

Screening data: PubChem BioAssay, several laboratories
